# High-throughput results as filed in PubChem BioAssay.
# ROC1-CUL1 inh: human ROC1-CUL1 E3 ligase inhibition; P62877+Q13616; in vitro K48 di-Ub FRET, acceptor:donor ratio, 45 min; inhibition, % at 10 µM; hit rate 0.6% among 140,000; AID 1347404; in the data active = inhibition above about 25%
# Target sequence (P62877 whole entry, looked up): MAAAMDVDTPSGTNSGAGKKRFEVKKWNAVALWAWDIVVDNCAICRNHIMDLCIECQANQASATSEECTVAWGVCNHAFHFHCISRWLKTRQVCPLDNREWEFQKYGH
# Target sequence (Q13616 whole entry, looked up): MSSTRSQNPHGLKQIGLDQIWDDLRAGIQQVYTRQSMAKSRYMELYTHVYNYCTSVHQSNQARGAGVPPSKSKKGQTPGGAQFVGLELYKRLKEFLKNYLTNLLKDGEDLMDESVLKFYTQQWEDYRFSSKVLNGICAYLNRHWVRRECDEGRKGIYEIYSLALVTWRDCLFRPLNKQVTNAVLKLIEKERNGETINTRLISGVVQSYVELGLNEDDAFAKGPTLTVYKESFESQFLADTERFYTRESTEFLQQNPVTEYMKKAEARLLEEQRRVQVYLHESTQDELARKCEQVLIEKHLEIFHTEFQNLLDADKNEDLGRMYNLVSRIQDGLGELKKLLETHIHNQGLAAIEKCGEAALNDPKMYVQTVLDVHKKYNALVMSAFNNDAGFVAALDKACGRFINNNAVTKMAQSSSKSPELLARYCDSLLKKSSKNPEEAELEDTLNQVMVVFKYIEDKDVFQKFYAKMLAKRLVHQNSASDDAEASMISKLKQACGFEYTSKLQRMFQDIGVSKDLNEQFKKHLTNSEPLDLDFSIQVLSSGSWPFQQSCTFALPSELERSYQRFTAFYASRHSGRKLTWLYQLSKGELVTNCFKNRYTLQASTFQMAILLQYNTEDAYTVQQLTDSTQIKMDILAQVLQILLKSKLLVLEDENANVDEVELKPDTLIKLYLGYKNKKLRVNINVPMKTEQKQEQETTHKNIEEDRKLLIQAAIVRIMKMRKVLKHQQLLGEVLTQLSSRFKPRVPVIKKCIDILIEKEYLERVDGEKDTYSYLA
# * = called active by the depositor.
cpd	SMILES	ROC1-CUL1 inh
1	CCOc1ccc(NC(=O)N(Cc2c[nH]c3ccccc23)C2CCCCCC2)cc1	-1
2	CCOc1ccc(C(=O)Nc2c(C)cccc2C)cc1Br	0
3	COc1ccc(N2CCN(C(=O)COc3ccc(S(=O)(=O)NCCc4ccccc4)cc3)CC2)cc1	11
4	Cc1cccc(C(C)C)c1NC(=O)c1cccc(NS(C)(=O)=O)c1C	-3
5	CC1(C)CC2CC(C)(CN2C(=O)CCC2(Cc3ccco3)CCC(=O)N2)C1 (stereo not given)	-2
6	Cc1nc(C(=O)N2CCOc3ccc(CN4CCN(c5ccc(F)cc5)CC4)cc3C2)cs1	-8
7	Cc1nnc(N2CCN(c3ccccc3)CC2)c2c1nnn2Cc1ccc(F)cc1	1
8	CN(C)c1ccc(N=C(C#N)C(=O)c2ccccc2)cc1	4
9	COC(=O)Nc1ccc(C)c(C)c1	0
10	COc1ccccc1OCc1ccc(C(=O)Nc2ccc(S(=O)(=O)Nc3ccc(Cl)nn3)cc2)cc1	14
11	Cc1ccc(C)c(-c2[nH]c3c(c2-c2c(-n4cccc4)n(C)c(=O)n(C)c2=O)c(=O)n(C)c(=O)n3C)c1	9
12	COc1ccccc1Cn1cc(C(=O)c2ccc(F)cc2)c(=O)c2cc3c(cc21)OCO3	-2
13	COc1ccccc1/C=C/CN1CCC2(CCCN(CC3CC3)C2)C1 (stereo not given)	6
14	COc1ccc(Cl)cc1NC(=O)CSC1=Nc2ccccc2C2=NC(CC(=O)NCc3ccc4c(c3)OCO4)C(=O)N12 (stereo not given)	3
15	Cc1ccc(-c2nnc(-c3ccc(-c4ccccc4)cc3)s2)cc1	1
16	CCS(=O)(=O)c1ncc(N(Cc2ccco2)Cc2sccc2C)c(C(=O)Nc2cc(C)ccc2C)n1	-5
17	O=C(Nc1nnc(S(=O)(=O)N2CCOCC2)s1)c1cccc(F)c1	-2
18	Cc1ccc(C=C2C(=O)N(C3CCCCC3)C(=O)N(C3CCCCC3)C2=O)o1	-14
19	COc1cnn(-c2cc(Oc3ccc(C)cc3)ncn2)c(=O)c1Cl	-5
20	Cc1ccc(NC(=O)NNS(=O)(=O)c2ccc(Br)cc2)cc1	-5
21	C#CCOc1ccc(/C=C/c2[nH]c(=O)[nH]c(=O)c2[N+](=O)[O-])cc1OC	3
22	c1ccc(-c2nnc(Sc3nc4ccccc4[nH]3)c3ccccc23)cc1	-10
23	COc1ccc(-c2nc3c(N)nnc(N)c3nc2-c2ccc(OC)cc2)cc1	8
24	CCC1=Nc2cc(C(=O)NC3CCCC3)ccc2Sc2ccc(Br)cc21	5
25	c1ccc2c(c1)CCN(C1CCN(c3nc4nonc4nc3N3CCOCC3)CC1)C2	2
26	Cc1cn2c3c(=O)n(C/C=C/c4ccccc4)c(=O)n(C)c3nc2n1CCN(C)C	-1
27	COc1ccc(C)cc1S(=O)(=O)N1CCN(c2cccc(Cl)c2)CC1	-2
28	CN(Cc1ccc2nccnc2c1)C(=O)CC1(c2ccccc2)CC(=O)N(CCc2ccccn2)C1=O (stereo not given)	-11
29	CC(=O)c1cccc(NS(=O)(=O)c2c(Cl)cccc2Cl)c1	7
30	COCCN1CCCC2(CCN(Cc3ccc(NC(C)=O)cc3)C2)C1 (stereo not given)	0
31	CCNC(=O)N1CCNC(=O)C1CC(=O)Nc1ccccc1C (stereo not given)	-6
32	Cc1cc(Br)c(NC(=O)CN2CCOCC2)cc1C	9
33	O=C(Nc1ccc(Cl)c(Cl)c1)c1ccccc1NC(=O)C1CCCCC1C(=O)O (stereo not given)	10
34	CN(CCc1ccccc1)c1cnn(C2C=CS(=O)(=O)C2)c(=O)c1 (stereo not given)	-4
35	COc1ccc(NC(=O)c2ccco2)cc1NC(=O)COc1cccc(C)c1C	1
36	CCCOC(=O)c1cc(=O)[nH]c2ccccc12	1
37	Cc1[nH]c2ccc(C(=O)N3CCN(c4ccccc4F)CC3)cc2c1C	0
38	CCOC(=O)c1c2c(nn1-c1nc(OC)cc(OC)n1)CCCC2	8
39	CCOc1ccc(NC(=O)c2ncoc2-c2ccco2)cc1	-1
40	Cc1cccnc1NS(=O)(=O)c1ccc(C(C)(C)C)cc1	6
41	Cc1ccc(NC(=O)C(=O)NCc2ccco2)cc1	4
42	CCCCNC(=O)CCn1c(=O)c2ccccc2n(Cc2ccccc2C#N)c1=O	1
43	CCOC(=O)c1c(NC(=O)C2COc3ccccc3O2)sc2c1CCC(C)C2 (stereo not given)	-5
44	Cc1ccc(-c2nc3nc(C)cc(Nc4ccccc4O)n3n2)cc1	3
45	CCCC1=C([O-])C2N=CC=CC2=[N+](c2ccccn2)C1=O (stereo not given)	-1
46	CCOc1ccc(NC(=O)CC2C(=O)N(c3cccc(C)c3)C(=O)N2Cc2cccs2)cc1 (stereo not given)	-4
47	CCn1c(COc2ccc(C(C)C)cc2)nnc1SCC(=O)Nc1cc(C)c(C)cc1Br	-2
48	O=C(NC(=S)N1CCN(c2cccc(C(F)(F)F)c2)CC1)C12CC3CC(CC(C3)C1)C2	-5

# Some of the entries above in another layout:
[43] CCOC(=O)c1c(NC(=O)C2COc3ccccc3O2)sc2c1CCC(C)C2 (stereo not given)
  ROC1-CUL1 inh = -5

[7] Cc1nnc(N2CCN(c3ccccc3)CC2)c2c1nnn2Cc1ccc(F)cc1
  ROC1-CUL1 inh = 1

[26] Cc1cn2c3c(=O)n(C/C=C/c4ccccc4)c(=O)n(C)c3nc2n1CCN(C)C
  ROC1-CUL1 inh = -1

[31] CCNC(=O)N1CCNC(=O)C1CC(=O)Nc1ccccc1C (stereo not given)
  ROC1-CUL1 inh = -6

# The list goes on.
cpd	SMILES	ROC1-CUL1 inh
49	CCOC(=O)c1noc2ncnc(Nc3cc(Cl)c(OC)cc3OC)c12	-4
50	Nc1nnc(-c2cccc(F)c2)s1	-3
51	Cc1ccc(CSc2nc3ccc(NC(=O)CSc4nc5ccccc5n4-c4ccccc4)cc3s2)c(C)c1	-2
52	Cc1c(Cl)cccc1NS(=O)(=O)c1ccc(NS(=O)(=O)c2ccccc2[N+](=O)[O-])cc1	-3
53	N#Cc1ccc(OC(=O)c2cc(-c3ccc4c(c3)OCCO4)on2)cc1	4
54	c1ccc(N2CCN(CCCSc3cc4ccccc4[nH]3)CC2)cc1	-2
55	CNC(=O)c1ccc(Nc2nnc(-c3ccc(C)c(S(=O)(=O)NC(C)(C)C)c3)c3ccccc23)cc1	1
56	CC(=O)NC(=S)Nc1ccc(Cl)cc1Cl	6
57	O=c1cnc2ccccc2n1Cc1c(F)c(F)c(F)c(F)c1F	2
58	CCn1cc(CN(C)C(=O)c2sc3cccc(Cl)c3c2Cl)c(C)n1	2
59	CN1C(=O)c2cccc3c2C(C(=O)C(c2ccccc2)C3=O)C1=O (stereo not given)	25
60	Cc1ccc2nc(COc3cccc(NC(=O)COc4ccc(F)cc4)c3)cc(=O)n2c1	-8
61	COCC(C)NC(=O)c1cc(-c2ccccc2Cl)on1 (stereo not given)	2
62	CCCCn1c(CN2CCC(c3ccncc3)CC2)cnc1S(=O)(=O)CC	6
63	O=c1cc(C2CCNCC2)nc(Cc2ccsc2)[nH]1	-6
64	CCCCn1cc(S(=O)(=O)c2ccc(C)c(C)c2)c(=O)c2cc(F)c(N(CC)CC)cc21	2
65	CSc1nc(-c2ccc(Br)cc2)nc(C(Cl)Cl)n1	-1
66	CN1CCCC(CC2Oc3ccccc3Sc3ccccc32)C1 (stereo not given)	2
67	COc1ccc(CC(=O)NC2CC(=O)N(c3cccc(F)c3)C2)cc1OC (stereo not given)	1
68	O=C1C(=O)N(c2cccnc2)C(c2ccc(Cl)cc2)C1C(=O)c1ccccc1 (stereo not given)	-2
69	COc1ccnc(CSC(=Nc2ccccc2)Nc2ccccc2)c1	-6
70	CCOC(=O)C1CCN(C(=O)c2nn(-c3ccc(C)cc3)c(=O)c3c2c2ccccc2n3C)CC1	1
71	CCSc1nc2c([nH]c3ccccc32)c(=O)n1-c1cccc(OC)c1	4
72	CSc1ccc(/C=C2\CN(C)CC3=C2OC(=N)C(C#N)C3c2ccc(SC)cc2)cc1 (stereo not given)	6
73	CCOC(=O)c1c(NC(=O)C(F)(OC)C(F)(F)F)sc(C(=O)N2CCCCC2)c1C (stereo not given)	2
74	CCCNC(=O)c1ccc2c(c1)N=C(C)c1c(C)ccc(C)c1S2	0
75	CCCN1CCN(C(=O)c2cc(Cl)cc(Cl)c2)CC1	-1
76	COc1ccccc1CNC(=O)C(C)n1c(=O)cc(-c2ccccc2)c2c(C)nn(C)c21 (stereo not given)	-8
77	c1ccc(Cc2nc(Sc3nc4ccccc4s3)c3c4c(sc3n2)CCCC4)cc1	6
78	COc1ccccc1NC(=O)CN1C(=O)CSc2ccc(S(=O)(=O)N3CCCC3)cc21	-12
79	Cc1ccc(-c2csc(NC(=O)CSc3nc(C)cc(=O)[nH]3)n2)cc1	-3
80	COc1cc(CN2Cc3ccccc3OC(C)C2)cc(OC)c1OC (stereo not given)	8

# Four structures already listed, ordered by molar mass, highest first:
cpd	SMILES	ROC1-CUL1 inh
73	CCOC(=O)c1c(NC(=O)C(F)(OC)C(F)(F)F)sc(C(=O)N2CCCCC2)c1C (stereo not given)	2
35	COc1ccc(NC(=O)c2ccco2)cc1NC(=O)COc1cccc(C)c1C	1
17	O=C(Nc1nnc(S(=O)(=O)N2CCOCC2)s1)c1cccc(F)c1	-2
30	COCCN1CCCC2(CCN(Cc3ccc(NC(C)=O)cc3)C2)C1 (stereo not given)	0

# More structures follow.
cpd	SMILES	ROC1-CUL1 inh
81	CC(C)C1CCC(C)C(C(=O)c2cccc3ccccc23)C1=O (stereo not given)	10
82	COC(=O)c1csc(NC(=O)OC(C)(C)C)c1SCc1ccccc1	-8
83	COc1cc(C(=O)/C(=C/c2ccncc2)c2nc3ccccc3o2)cc(OC)c1OC	-1
84	O=C1OC(c2ccc(F)cc2)=N/C1=C/c1ccc(OC(F)F)cc1	-6
85	CCc1ncc(C(O)c2ccccc2OC)n1C (stereo not given)	-2
86	Cc1ccc(CN(CC(=O)Nc2cccc(Cl)c2)S(=O)(=O)c2ccc(C)cc2)cc1	3
87	COc1ccc(CNC(=O)C2CCN(c3nnc(-n4c(C)ccc4C)s3)CC2)c(OC)c1	0
88	O=C1OCCN1NS(=O)(=O)c1ccc(F)cc1	1
89	O=C(CN(c1ccc(Cl)c(C(F)(F)F)c1)S(=O)(=O)c1ccccc1)N/N=C/c1cccc2c1OCCO2	4
90	Fc1ccc(-c2cnnc(NCCCc3cccnc3)n2)cc1	3
91	C=C(C)Cn1c(=O)c2c(nc3n2CCN3c2ccc(F)cc2)n(C)c1=O	2
92	Cc1ccccc1C1C(/C=N/NC(=O)CSc2nc3ccccc3s2)=C(c2cccs2)Oc2ccccc21 (stereo not given)	3
93	CN(C)S(=O)(=O)N1CCC(C(=O)Nc2cc(Cl)ccc2Cl)CC1	1
94	CCCS(=O)(=O)N1CC(=O)N(c2ccc(Cl)cc2C)C(C)(C(=O)NC2CCCC2)C1 (stereo not given)	5
95	CCCOc1cccc(C(=O)N2CCCCC2CCN2CCCCC2)c1 (stereo not given)	-5
96	Clc1ccccc1CNc1ncnc2c1nc1n2CCCC1	-5
97	Cc1ccc(C)c(CSc2nc3c([nH]c4ccccc43)c(=O)n2C)c1	-3
98	CCCCC(=O)Nc1cccc(NC(=O)c2cccc3c(Br)cccc23)c1	0
99	Cc1ccc(NC(=O)C(C)N2C(=O)c3ccccc3C2=O)c(C)c1 (stereo not given)	5
100	CCOc1ccccc1N(C)C(=O)Cn1nc(Cc2cccnc2)c2ccccc2c1=O	2
101	Cc1ccccc1-c1nn2nc(COc3cccc4c3OC(C)(C)C4)nc2s1	7
102	C=C(c1cn(C(C)=O)c2ccccc12)c1cn(C(C)=O)c2ccccc12	-7
103	Cc1ccc(/C=N/NC(=O)CSc2nnc(Cn3nnc4ccccc43)n2-c2ccc(Cl)cc2Cl)cc1	-5
104	COC(C(=O)N/N=C/c1cccc(C)c1)c1ccccc1 (stereo not given)	1
105	CCOCc1nnc(NC(=O)c2cc(Cl)ccc2Cl)s1	-3
106	CCOc1cc(S(=O)(=O)Nc2ccc(Cl)cn2)ccc1Cl	2
107	O=C1c2ccccc2NC(c2ccccc2C(F)(F)F)N1c1ccc(Cl)cc1 (stereo not given)	-1
108	CC(=O)N1CCC(N2CCC(Oc3cc(Cl)ccc3C(=O)N3CCCCC3)CC2)CC1	-3
109	Cc1cccc(N2CCN(C(=O)c3cn(C4CCCCC4)c(=O)c4c3c3ccccc3n4C)CC2)c1C	-5
110	C=CCC1(NCc2ccccc2)CCCCCC1	3
111	COC(=O)CCCNC(=O)c1csc2nc(-c3ccccc3OC)cn12	-7
112	Cc1ccc(CNC(=O)c2cc(S(=O)(=O)N3CCCCC3)cn2C)cc1	-4
113	CCOc1cc(C2NC(=S)N=C(C)C2C(=O)Nc2ccccc2)c(Cl)c(Br)c1O (stereo not given)	-1
114	Cc1cc(CC(O)(c2ccccc2)c2ccccc2)on1	-4
115	CCN(Cc1ccncc1)C(=O)Cn1nnnc1CN1C[C@@H](C)O[C@@H](C)C1	-10
116	CC(C)OC(=O)c1c(-c2ccc(F)cc2)csc1NC(=O)Cc1ccc([N+](=O)[O-])cc1	9
117	CC1CC(=O)N(C)c2ccccc2S1(=O)=O (stereo not given)	-2
118	CC(C)Cc1ccc(C(C)C(=O)Nc2ccccc2-n2cccc2)cc1 (stereo not given)	4
119	O=[N+]([O-])c1ccc(Nc2ccccc2Cl)c([N+](=O)[O-])c1	0
120	N#CC1C(=N)OC2=C(C(=O)CCC2)C1c1ccc(Br)s1 (stereo not given)	-7
121	CCC(C)NS(=O)(=O)Cc1ccc(Cl)cc1 (stereo not given)	1
122	CN(C)c1ccc(/C=C2\SC(=S)N(c3ccccc3Cl)C2=O)cc1	-2
123	Cc1oc2c(cc(NS(=O)(=O)c3ccc(F)cc3)c3ccccc32)c1C(=O)OCc1ccccc1	-5
124	COc1ccc(OC2CCN(C3CCCC3)CC2)c(C(=O)N[C@H](C(N)=O)C(C)C)c1	1
125	Cc1cc(C(F)(F)F)n2nc(N)c(N=Nc3c(Br)cc(Br)cc3Br)c2n1	5
126	CCc1ccc(-c2cc(C(F)(F)F)n3nc(C(=O)NCc4cnn(C)c4C)cc3n2)s1	2
127	CCN(CC)S(=O)(=O)c1ccc(NC(=O)c2ccc(N(C)S(C)(=O)=O)cc2)cc1	0
128	CCc1nnc(Cn2ncc(N(C)CCc3ccccc3)cc2=O)o1	7

# These rows are one share of the data; rates above refer to the full screens.
